# MITF inh = human MITF inhibition, primary screen | O75030 | AlphaScreen MITF homodimerization, bead proximity signal | inhibition, % at 2.6 µM | hit rate 0.91% among 650,000 | AID 1259374; in the data active = inhibition above about 50%;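 note: 0% = vehicle wells with protein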
# Target sequence (O75030 whole entry, looked up): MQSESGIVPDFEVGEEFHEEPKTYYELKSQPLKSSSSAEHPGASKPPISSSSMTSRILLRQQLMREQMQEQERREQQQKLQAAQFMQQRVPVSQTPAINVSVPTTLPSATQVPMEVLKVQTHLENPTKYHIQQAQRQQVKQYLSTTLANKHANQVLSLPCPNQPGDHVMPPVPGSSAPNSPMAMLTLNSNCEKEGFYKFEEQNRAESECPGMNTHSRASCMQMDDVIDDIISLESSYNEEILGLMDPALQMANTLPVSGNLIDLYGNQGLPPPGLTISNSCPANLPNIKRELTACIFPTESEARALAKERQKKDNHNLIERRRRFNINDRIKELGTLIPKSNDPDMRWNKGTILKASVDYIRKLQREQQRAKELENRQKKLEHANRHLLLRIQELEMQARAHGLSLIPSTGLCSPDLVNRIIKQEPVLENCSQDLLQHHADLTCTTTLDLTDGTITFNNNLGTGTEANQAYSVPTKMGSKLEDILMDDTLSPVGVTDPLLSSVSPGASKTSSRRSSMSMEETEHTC
# TEAD-YAP block = TEAD-YAP interaction inhibition. HEK-TIYL cells, TEAD-Gal4/YAP UAS-luciferase luminescence. inhibition, % at 9.12 µM. hit rate 1.4% among 640,000. AID 1259422; in the data active = inhibition above about 32%;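 note: 0% = median of test compound wells and 100% = reference inhibitor wells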
# GPR151 activ = human GPR151 activation; hit rate 1% among 650,000; activation, % at 11.2 µM; PathHunter beta-arrestin GPR151 cells, luminescence; AID 1508602; in the data active = activation above about 4.9%;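 note: 0% = median of compound wells and 100% = cells with positive control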
# Target sequence (Q8TDV0 whole entry, looked up): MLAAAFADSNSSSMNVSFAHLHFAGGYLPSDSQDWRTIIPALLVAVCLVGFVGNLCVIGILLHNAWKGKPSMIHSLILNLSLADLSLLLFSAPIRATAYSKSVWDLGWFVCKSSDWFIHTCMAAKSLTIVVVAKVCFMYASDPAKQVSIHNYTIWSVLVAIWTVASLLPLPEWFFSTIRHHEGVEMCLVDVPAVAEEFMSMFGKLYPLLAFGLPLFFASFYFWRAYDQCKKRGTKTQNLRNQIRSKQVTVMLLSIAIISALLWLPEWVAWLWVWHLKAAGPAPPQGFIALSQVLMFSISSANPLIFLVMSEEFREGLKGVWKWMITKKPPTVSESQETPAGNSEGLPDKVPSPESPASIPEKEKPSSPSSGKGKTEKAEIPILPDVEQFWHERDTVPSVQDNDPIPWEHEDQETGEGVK
# FBW7 activator = human FBW7 E3 ligase activation, primary screen; Q969H0; AlphaScreen FBW7–phospho-cyclin E peptide binding, activator screen; normalized activity (activation), % at 26.1 µM; hit rate 0.13% among 650,000; AID 1259310; in the data active = normalized activity above about 1.9%;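 note: purified mutant Fbw7 with reduced substrate affinity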
# An asterisk follows results filed as active; & = joins results of further samples.
# Second line of a record – MITF inh	TEAD-YAP block	GPR151 activ	FBW7 activator
- CC(=O)Nc1sc2c(c1C(=O)Nc1ccccc1C(F)(F)F)CCC(C(C)(C)C)C2 (stereo not given)
 : -7	-4	0.4	-0.1
- O=C(Cn1cnc2scc(-c3ccccc3)c2c1=O)Nc1cccc(Cl)c1
 : 3	18	-1.5	0.0
- O=C(O)c1ccc(NC(=O)[C@H](Cc2ccc(O)cc2)NC(=O)c2ccccc2)cc1
 : 7	-6	-2.3	0.0
- COc1ccc(Cl)cc1C1=N/C(=C/c2cccc(OC)c2OC)C(=O)O1
 : -3	-5	-0.8	0.1
- CCOC(=O)c1c(NC(=O)COc2cccc(C)c2)sc2c1CCCC2
 : -11	5	0.5	0.0
- O=C(Oc1c(Cl)cc(Cl)c2cccnc12)N1CCOCC1
 : -2	-6	-0.4	0.0
- NNC(=O)C(Cc1ccc(O)cc1)NC(=O)C(CO)NC(=O)OCc1ccccc1 (stereo not given)
 : 9	13	-0.7	2.1*
- COc1ccc(C(=O)Cn2c3ccccc3n3ncnc23)cc1OC
 : 3	-4	0.4	-0.1
- Cc1ccc(C)c(Cc2c(C)nc3nc(SCc4ccccc4Cl)nn3c2C)c1
 : 3	1	-0.2	0.0
- CC1CCCC(NS(=O)(=O)c2ccc(F)c(C(=O)Nc3ccccc3Cl)c2)C1C (stereo not given)
 : 6	4	0.1	0.0
- COc1cccc(C=Nc2ccc3c(c2)nc(C)n3C)c1OC
 : 4	5	0.8	-0.3
- COCCCNc1ncnc2scc(-c3ccccc3)c12
 : 2	59*	2.0	0.1
- N#CC1=C(SCC(=O)NCc2ccccc2Cl)NC(=O)CC1c1ccccc1F (stereo not given)
 : -10	-15	4.5	0.0
- Cc1cccc(-c2nc(Nc3cc(Oc4ccccc4)cc([N+](=O)[O-])c3)c3ccccc3n2)c1
 : -4	4	0.4	0.2
- COc1ccc(S(=O)(=O)N(C)c2ccc(C(=O)NCc3ccncc3)cc2)cc1
 : 0	2	0.5	-0.1

# The list continues:
# Second line of a record – MITF inh	TEAD-YAP block	GPR151 activ	FBW7 activator
- O=C(O)COCCN1CCN(C(c2ccccc2)c2ccc(Cl)cc2)CC1 (stereo not given)
 : 7&5&25	-2	-1.1&2.5&-1.7	-0.1&-0.1&0.1
- C=CCN1CCN(c2ccc3c(c2)CCN3S(C)(=O)=O)C1=O
 : 8	-15	2.2	-0.1
- O=C(Cc1ccc([N+](=O)[O-])cc1)Nc1ccc(F)cc1
 : -4	1	-0.9	-0.1
- COc1ccccc1C1NC(=O)NC(C)=C1C(=O)OCCOc1ccccc1 (stereo not given)
 : 4	0	-0.2	0.0
- CCC(C)NC(=O)C1c2ccccc2C(=O)N(C)C1c1c[nH]c2ccccc12 (stereo not given)
 : -4	-1	1.6	0.0
- CC(C)Oc1ccc(C(=O)Nc2c3c(nn2-c2ccc([N+](=O)[O-])cc2)CSC3)cc1
 : -7	2	0.0	-0.1
- CCc1ccc(NC(=O)c2ccc(F)c(S(=O)(=O)NCc3ccccc3Cl)c2)cc1
 : -8	-2	1.4	-0.2
- Cn1c(Cl)cnc1COC(=O)c1ccc(OCc2ccccc2)cc1
 : -1	6	-3.2	0.1
- CCS(=O)(=O)Nc1ccccc1OC
 : 8	0	-0.7	0.0
- NNC(=O)CNC(=O)CNC(=O)c1ccccc1
 : -1	-3	-0.1	0.0
- CCSc1nnc(NC(=O)CSc2nnnn2-c2ccccc2)s1
 : 2	-1	1.9	-0.2
- Cc1ccc(CNC(=O)C(=O)NCc2cccnc2)cc1
 : 15	2	-1.0	0.1
- NC(=O)c1ccc(NC(=O)COC(=O)CC(c2ccccc2)c2ccccc2)cc1
 : 11	8	0.6	0.0
- CCCNc1nc(OC)nc(-c2ccc(C(=O)N3CCN(C)CC3)cc2)n1
 : -2	-9	-1.6	0.0
- Cc1cc(NC(=O)CCCOc2ccc(Cl)cc2C)no1
 : -6	-1	-0.6	-0.2

# Shown as labelled records: entries from further up
> CCCNc1nc(OC)nc(-c2ccc(C(=O)N3CCN(C)CC3)cc2)n1
  MITF inh = -2
  TEAD-YAP block = -9
  GPR151 activ = -1.6
  FBW7 activator = 0.0

> Cn1c(Cl)cnc1COC(=O)c1ccc(OCc2ccccc2)cc1
  MITF inh = -1
  TEAD-YAP block = 6
  GPR151 activ = -3.2
  FBW7 activator = 0.1

# Next records
# Second line of a record – MITF inh	TEAD-YAP block	GPR151 activ	FBW7 activator
- CCOC(=O)C1=C(c2ccccc2)N=c2s/c(=C\c3ccc(OCc4ccccc4C#N)cc3)c(=O)n2C1c1cccs1 (stereo not given)
 : 3	7	0.8	0.0
- CC1(C)Cc2c(sc(NC(=O)c3ccc(S(=O)(=O)N4CCOCC4)cc3)c2C(N)=O)C(C)(C)N1
 : 0	1	-1.1	-0.1
- COc1ccc(OC)c(-c2nc(C(N)=O)c3[nH]c(=O)n(-c4ccc(C)cc4)c3n2)c1
 : 15	5	0.1	0.4
- Cc1cc(=O)n2nc(N3CCCC(C(=O)NC(C)C)C3)sc2n1 (stereo not given)
 : 7	2	-0.4	0.9
- COC(=O)CSc1nc(COc2ccccc2)nc2ccccc12
 : 3	-2	0.7	0.0
- O=C1NC(=O)N(c2ccc(Br)cc2)C(=O)/C1=C/c1ccc(O)c(Cl)c1
 : 18	-1	-0.1	0.0
- COc1ccccc1NC(=O)Cn1cnc2sc(C(=O)N3c4ccc(F)cc4CCC3C)c(C)c2c1=O (stereo not given)
 : 4	0	-1.0	-0.4
- CCCC(=O)Nc1nc2ccccc2s1
 : 13	-39	-1.9	0.1
- O=C(C1CCOCC1)N1CCC(CO)(Cc2ccccc2Cl)CC1
 : 5	2	0.0	0.0
- CC1CN(Cc2ccco2)Cc2cc(Cl)ccc2O1 (stereo not given)
 : -11	-5	-1.8	0.7
- CCCCN(C)C(=O)c1nn(-c2ccc(OCC)cc2)c(=O)c2ccccc12
 : 5	4	1.6	0.0
- COc1ccc(C(C)NC(=O)c2cccc(I)c2)cc1 (stereo not given)
 : -2	-1	2.0	-0.1
- Cc1cc(=O)nc2c3ccccc3n(CC(=O)N3CCC(N4CCCCC4)CC3)n12
 : 9	-8	0.5	1.3
- NC(=O)C1CCN(C(=O)c2ccc3c(=O)n(Cc4ccco4)c(SCC(=O)c4ccc(F)cc4)nc3c2)CC1
 : -3	-6	0.7	-0.2
- OCCNCCNCc1ccc(-c2ccccc2)cc1
 : -11	3	-0.8	-0.2

# New compounds follow
# Second line of a record – MITF inh	TEAD-YAP block	GPR151 activ	FBW7 activator
- COc1cc(/C=N/NC(=O)CNc2n[nH]c(=O)[nH]c2=O)ccc1OCc1ccccc1
 : -4	-1	-0.7	-0.1
- Cc1c(C(=O)N2CCCC2)oc2c1-c1nn(CC(=O)NC(C)c3ccccc3)cc1CC2 (stereo not given)
 : 13	2	1.6	0.4
- COc1ccc(CN2C[C@@H]3C[C@@H](c4cc(F)ccc4F)N4CCC[C@@]34C2=O)cc1
 : -4	-7	1.8	0.1
- O=C(CN(c1cccc([N+](=O)[O-])c1)S(=O)(=O)c1ccccc1)NCCSc1ccccn1
 : -14	9	0.9	0.1
- O=C(NCCN1CCOCC1)c1ccc(Sc2ccccc2Cl)c([N+](=O)[O-])c1
 : 4	-1	1.2	-0.1
- O=C(CSc1nc2c([nH]c3ccccc32)c(=O)n1-c1ccccc1)Nc1ccccc1
 : -2	11	0.3	-0.3
- Cc1ccccc1C(=O)NCCc1nc(-c2ccncc2)n[nH]1
 : 3	-6	1.3	0.2
- CC1(C)CC(=O)C2=C(C1)NC(SCC(=O)c1ccccc1)=C(C#N)C2c1ccc(Br)cc1 (stereo not given)
 : 8	3	-1.1	0.3
- Cc1ccc(NC(=O)CN2C(=O)CCSc3ccccc32)cc1
 : -6	10	3.2	-0.1
- CCOc1c(OC)cccc1C1C(C#N)=C(N)Oc2n[nH]c(-c3cccs3)c21 (stereo not given)
 : -3	3	-0.3	-0.1
- COc1ccccc1N1CCN(CCN(C(=O)c2ccc(I)cc2)c2ccccn2)CC1
 : 9	-9	-0.4	0.1
- CCN(CC)CCCNc1ccc(N2C(=O)C3C4C=CC(C4)C3C2=O)cc1[N+](=O)[O-] (stereo not given)
 : 1	4	-0.4	-0.1
- Cc1ccc(Cl)c2sc(NC(=O)C3CC3)nc12
 : -13	0	0.0	-0.1
- CC(C)CC(NC(=O)c1ccccc1)C(=O)N/N=C/c1ccco1 (stereo not given)
 : 14	6	-0.5	0.3
- Cc1cc2nc3c(=O)[nH]c(=O)[nH]c3nc2cc1N
 : -1	8	0.5	-0.1

# Additional compounds follow:
# Second line of a record – MITF inh	TEAD-YAP block	GPR151 activ	FBW7 activator
- COC(=O)c1cc(CSc2cccc[n+]2[O-])oc1C
 : 12	-2	-0.4	0.4
- COC(=O)c1cc2nc(C)cc(C(F)(F)F)n2n1
 : -6	-2	-1.9	-0.1
- CC(C)Cn1c(=O)[nH]c2nc(-c3ccc(C(=O)N(C)C)cc3)cnc21
 : 3	-5	-0.5	-0.2
- COc1cc(C2C(C#N)=C(N)OC3=C2C(=O)CC(c2ccco2)C3)ccc1OC(=O)N1CCOCC1 (stereo not given)
 : 7	-4	-0.5	-0.1
- Cc1ccccc1Cn1c(CN2CCc3ccccc3C2)nc2c1c(=O)n(C)c(=O)n2C
 : 5	-5	0.1	0.2
- CCOC(=O)CNC(=S)N(Cc1ccccc1)Cc1cccs1
 : -8	-8	0.8	0.0
- CNC(=O)CNC(=O)c1ccc(C(C)(C)C)cc1
 : 9	-13	-0.3	-0.1
- COCCN(CCOC)C(=O)Cn1nc2c3c(C)c(C)sc3nc(C)n2c1=O
 : -7	-2	-0.7	-0.1
- COCCOC(=O)C1=C(C)NC(C)=C(C(=O)OCCOC)C1c1cccc([N+](=O)[O-])c1
 : 3	6	0.3	0.0
- N#C/C(=C\c1ccc(Cl)cc1)c1nn(CCO)c(N)c1C#N
 : 7	-2	2.7	0.8
- O=C1CCN2C=Nc3cccc4ccc1c2c34
 : 5	1	-0.9	0.1
- COc1ccccc1NC(=O)c1nn(C)c2c1COc1ccccc1-2
 : 11	-3	0.2	0.0
- O=C1CC(N2CCN(c3ccc(O)cc3)CC2)C(=O)N1Cc1ccc(F)cc1 (stereo not given)
 : 7	2	-0.2	0.0
- Cc1ccc(C2Nc3ccccc3NC3=C2C(=O)CC(c2ccccc2Cl)C3)s1 (stereo not given)
 : -2	9	0.0	-0.2
- C/C(CCc1ccccc1)=N/NC(=O)c1ccccc1[N+](=O)[O-]
 : 1	2	0.5	-0.1

# A draw from above in order of formula weight, lowest first.
# Second line of a record – MITF inh	TEAD-YAP block	GPR151 activ	FBW7 activator
- C=CCN1CCN(c2ccc3c(c2)CCN3S(C)(=O)=O)C1=O
 : 8	-15	2.2	-0.1
- O=C(C1CCOCC1)N1CCC(CO)(Cc2ccccc2Cl)CC1
 : 5	2	0.0	0.0
- COc1ccc(S(=O)(=O)N(C)c2ccc(C(=O)NCc3ccncc3)cc2)cc1
 : 0	2	0.5	-0.1

# Returning to the listing; the 3 compounds before the break are reprinted first.
# Second line of a record – MITF inh	TEAD-YAP block	GPR151 activ	FBW7 activator
- O=C1CC(N2CCN(c3ccc(O)cc3)CC2)C(=O)N1Cc1ccc(F)cc1 (stereo not given)
 : 7	2	-0.2	0.0
- Cc1ccc(C2Nc3ccccc3NC3=C2C(=O)CC(c2ccccc2Cl)C3)s1 (stereo not given)
 : -2	9	0.0	-0.2
- C/C(CCc1ccccc1)=N/NC(=O)c1ccccc1[N+](=O)[O-]
 : 1	2	0.5	-0.1
- CCS(=O)(=O)N1CCCC(CNC(=O)c2cc(OC)cc(OC)c2)C1 (stereo not given)
 : 1	-4	0.6	-0.2
- O=C(C1CCC(CNS(=O)(=O)c2ccc(F)cc2)CC1)N1CCOCC1 (stereo not given)
 : 3	-15	2.8	-0.3
- OCC1CCCCN1Cc1cc(F)ccc1F (stereo not given)
 : 4	10	1.9	0.8
- CC(=O)Nc1ccc(C(=O)OCC(N)=O)cc1
 : 10	2	0.0	0.0
- COc1cc(C(=S)N2CCOCC2)cc(OC)c1OC(=O)c1ccc(F)cc1
 : 4	-10	1.5	0.0
- CCOC(=O)c1ccc2ncc(C(=O)OCC)c(Nc3ccc4c(c3)OCCO4)c2c1
 : 14	5	0.4	0.2
- c1ccc(-c2cc(Cc3cc(-c4ccccc4)nc(-c4ccccc4)c3)cc(-c3ccccc3)n2)cc1
 : 5	1	0.2	-0.1
- CCC(C)NC(=O)Cn1c(=O)c2cccn2c2cccnc21 (stereo not given)
 : -5	3	1.2	0.0
- CCOC(=O)c1c(/N=c2\oc3ccc(OC)cc3cc2C(=O)Nc2ccc(OC)cc2)sc2c1CCCC2
 : 9	0	-0.4	0.0
- Cc1ccc(N/C=C2/CNC(=O)NC2=O)cc1
 : 5	5	1.1	0.0
- COc1ccc(Br)cc1/C=C1/SC(N2CCCC2)=NC1=O
 : 5	-1	0.1	0.1
- CC1=C(C(N)=O)C(c2ccc(Cl)cc2)n2nc(-c3cccc(C)c3)nc2N1 (stereo not given)
 : -1	6	-0.7	-0.1
- O=C(COC(=O)c1ccc(F)cc1)c1ccc(Br)cc1
 : -11	-3	-1.1	0.1
- COc1cc(/C=C/C(=O)O)cc(S(=O)(=O)NCC2CCCO2)c1OC (stereo not given)
 : 9	2	-0.8	0.8
- Cc1ccc(S(=O)(=O)N(C)C)cc1NC(=S)N/N=C/c1ccc([N+](=O)[O-])o1
 : 19	10	-0.9	-0.2
- CCOc1cc(C2C(C(=O)OC(C)CC)=C(C)NC3=C2C(=O)CC(c2ccc(OC)cc2)C3)ccc1OC(C)=O (stereo not given)
 : 5	-15	-0.3	0.5
- COc1ccc(NC(=O)Cn2nnc(-c3ccccc3NC(=O)CCC(=O)O)n2)cc1
 : 9	4	-0.3	0.0
- COc1ccccc1NC(=O)C1(c2ccc([N+](=O)[O-])cc2)CCCC1
 : 18	11	-0.5	-0.2

# High-throughput results from PubChem.
